K1F lysis inhibition – inhibition of K1F phage lysis, E. coli UTI89, bacterial capsule biogenesis inhibitors, alamar blue (AID 488966) | inhibition, % at 100 µM, or IC50 in µM where a hit was titrated | E. coli UTI89 K1F phage lysis, alamar blue, 2 h; higher % means a stronger effect | 0.02% of 340,000 active;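 active means phage lysis inhibition, versus mean bacterial control, above a set limit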;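 further: capsule biogenesis inhibitors block K1F phage lysis so surviving cells raise fluorescence; higher fluorescence means more inhibition of phage lysis; actives were called in the ten point dose series up to 300 µM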
HIV peptide binding – cell-free HIV fusion peptide-binding blockers – biochemical, uHTS, fluorescence dequenching, primary screen (AID 1986). cell-free peptide binding, fluorescence dequenching, 30 min; higher % means a stronger effect. 0.3% of 290,000 active. inhibition, % at 20 µM; hits with a dose series show IC50 in µM; in the data active means inhibition mostly above about 52%, no sharp cut-off; inactive means mostly below about 76%; further: some results filed as inactive read as strong as hits
GPR35 antagonists – GPR35 antagonists blocking zaprinast-driven arrestin recruitment, primary screen, imaging, U2OS, beta-arrestin-GFP, zaprinast agonist (AID 2058) | U2OS GPR35 beta-arrestin-GFP translocation imaging, zaprinast antagonism; higher % means a stronger effect | one-dose inhibition, % at 10 µM; IC50 in µM for titrated hits | 0.052% of 290,000 active;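 active means inhibition of at least 50% with at least 30 cells and total cytoplasm GFP at most 10,000,000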
GPR55 LPI antagonism – inhibition of LPI-stimulated GPR55 beta-arrestin translocation – imaging, U2OS, beta-arrestin-GFP, LPI agonist, primary screen (AID 2013); 0.13% of 290,000 active; inhibition, % at 10 µM; hits with a dose series show IC50 in µM; U2OS GPR55 beta-arrestin-GFP translocation imaging, LPI antagonism; higher % means a stronger effect;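 active means spots per cell inhibited over 60%, with over 100 cells counted and total cytoplasm intensity under 500,000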;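 further: U2OS cells stably carrying GPR55 and arrestin-GFP stimulated by 5 µM LPI near EC80; imaged beta-arrestin-GFP aggregate spots per cell after agonist stimulation; plate controls were LPI-stimulated DMSO wells for no effect and DMSO wells without LPI for full effect; some results filed as inactive read as strong as hits; confirmed hits need IC50 under 10 µM and bright autofluorescent wells are also inconclusive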
NTR1 agonist – NTR1-driven beta-arrestin-GFP spot formation – imaging, U2OS cells, high content, primary screen (AID 493036). agonist mode. activation, % at 20 µM. 0.17% of 330,000 active;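 active means activation at or above 40% of the spot to cytoplasm intensity ratio, with at least 20 cells analyzed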;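 further: 0% = DMSO without peptide and 100% = 100 nM NTR1 peptide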
Target sequence (P30989 whole entry, looked up): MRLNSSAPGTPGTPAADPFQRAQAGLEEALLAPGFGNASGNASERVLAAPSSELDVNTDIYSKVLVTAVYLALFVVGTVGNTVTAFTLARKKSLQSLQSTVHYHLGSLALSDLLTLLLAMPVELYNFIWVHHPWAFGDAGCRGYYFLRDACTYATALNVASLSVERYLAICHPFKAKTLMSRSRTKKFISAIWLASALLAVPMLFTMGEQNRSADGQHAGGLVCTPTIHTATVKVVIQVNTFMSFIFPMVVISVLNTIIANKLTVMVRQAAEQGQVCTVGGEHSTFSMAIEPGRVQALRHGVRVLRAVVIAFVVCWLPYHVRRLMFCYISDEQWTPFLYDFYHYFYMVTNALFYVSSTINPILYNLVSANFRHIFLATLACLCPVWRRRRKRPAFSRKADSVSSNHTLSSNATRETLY
NS5 inhibitors – flavivirus cap methylation enzyme inhibition – biochemical, confirmation dose response, primary screen (AID 588689) | Dengue-2 NS5 methyltransferase capping enzyme assay, biochemical; higher % means a stronger effect | inhibition, % at 25 µM; hits with a dose series show IC50 in µM | 0.3% of 340,000 active; in the data active means a potency from the dose series
GPR55 beta-arrestin – selective activators of receptor GPR55 – imaging, U2OS cells, beta-arrestin-GFP redistribution, primary screen (AID 1961) | 0.048% of 290,000 active | activation, % at 10 µM, or EC50 in µM where a hit was titrated | U2OS GPR55 beta-arrestin-GFP redistribution imaging; higher % means a stronger effect;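 active means activation above 40% with more than 50 cells counted in the well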;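 further: U2OS osteosarcoma cells stably expressing GPR55 and beta-arrestin-GFP; plate controls were DMSO negative control for no effect and LPI positive control for full effect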
SIAH1 antagonists – blockers of Siah-1 interaction with plectin peptide – biochemical, fluorescence polarization, rhodamine-plectin, uHTS, primary screen (AID 1817). Siah-1 / rhodamine-plectin peptide fluorescence polarization; higher % means a stronger effect. displacement, % at 20 µM; hits with a dose series show IC50 in µM. 0.02% of 290,000 active;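 active means displacement of at least 50% at 20 µM, with a fluorescence ratio check between 0.3 and a set limit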;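 further: plate controls were Siah plus tracer with DMSO for no effect and tracer alone without Siah for full effect; strong numbers were not always called active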
AID2073 – disruptors of CaV2.2 binding to Mint1 – biochemical, HTRF (AID 2073) | one-dose inhibition, % at 20 µM; IC50 in µM for titrated hits | 0.19% of 290,000 active | HTRF protein-protein interaction, Mint1-CaV2.2; higher % means a stronger effect; in the data active means inhibition mostly above about 51%, no sharp cut-off; further: some results filed as inactive read as strong as hits
NTR1 agonist cell count 20 µM – second read-out of NTR1 agonist, no call of its own (marks repeat the call); cell count; measured here: cell count, cytotoxicity flag
NS5 inhibitors pilot replicate – second read-out of NS5 inhibitors, no call of its own (marks repeat the call); inhibition, %; measured here: pilot screen replicate inhibition
The depositor's hits bear a star; . = not tested or not shown; [ ] = remark or other dose.

SMILES | K1F lysis inhibition | HIV peptide binding | GPR35 antagonists | GPR55 LPI antagonism | NTR1 agonist | NTR1 agonist cell count 20 µM | NS5 inhibitors | GPR55 beta-arrestin | SIAH1 antagonists | AID2073 | others
CCCCn1c(-c2cccnc2)n[nH]c1=S | 1.1% | -1.6% | 2% | -2% | -0.5 | 47 | -7% | 0.0% | 2% | -10%
O=C(Nc1ccc(Br)cc1)C1CCN(C(=O)c2ccc(F)cc2)CC1 | 0.0%[50 µM] | 0.2% | -2% | -2% | 5.8 | 50 | -8% | 0.2% | -3% | -4%
Cc1cc(C)c(NS(=O)(=O)c2ccc(NC(=O)c3cccs3)cc2)c(C)c1 | 3.5% | 3.0% | 6% | -7% | 2.5 | 53 | -6% | -0.1% | 6% | 8%
CCCN1C(=O)/C(=C/c2nc3ccccc3c(=O)[nH]2)c2ccccc21 | 5.0% | -0.8% | -16% | 6% | 8.8 | 53 | -2% | -0.2% | 1% | 19%
Clc1ccc(-n2ncc3c(N4CCCC4)ncnc32)cc1 | 1.7%[50 µM] | -0.1% | -8% | 5% | 0.9 | 75 | -3% | -0.2% | 14% | 4%
C#CCNC(=O)C1=C[C@H](c2ccccc2)[C@@H](CCCO)[C@H](OCC)O1 | 0.5% | -0.8% | 16% | 7% | -0.8 | 80 | -3% | -0.2% | 7% | 8%
Cc1ccc(-n2c(C)cc(C(=S)N3CCOCC3)c2C)cc1C | 3.0% | -0.9% | 11% | 9% | 0.4 | 61 | -1% | -0.1% | -2% | -20%
Cc1cc(C)c2oc(C(=O)N3CCN(C)CC3)cc(=O)c2c1 | 0.2% | -3.1% | 9% | 3% | -0.9 | 86 | -5% | 0.0% | -7% | 19%
COc1cc(C=O)ccc1Oc1nnnn1-c1ccc(C(N)=O)cc1 | 1.3% | 0.2% | -4% | 2% | -1.6 | 87 | -4% | -0.2% | 8% | 2%
NC(=O)CSc1nnc(-c2ccc(O)cc2)n1Cc1ccco1 | 0.5% | 3.5% | -5% | 1% | 3.3 | 80 | -6% | -0.3% | -2% | 18%
CN1CCN(C(=O)c2ccccc2NC(=O)C(C)(C)C)CC1 | 0.0% | 1.5% | 3% | 4% | -1.6 | 98 | -2% | 0.5% | 2% | 7%
O=S(=O)(c1ccc(F)c(F)c1)N1CCCc2ccccc21 | -0.4% | -0.6% | 0% | 15% | -0.4 | 92 | -3% | 0.0% | 1% | -1%
Cc1ccc(Nc2c(F)c(F)c(F)c(F)c2C(=O)O)c(C)c1 | -2.1% | 9.8% | -3% | 9% | -0.2 | 38 | 2% | 0.3% | 2% | 35%
COc1ccccc1Nc1c2ccccc2nc2ccccc12 | 0.4% | -2.1% | -4% | -15% | 2.8 | 84 | -1% | 0.0% | -6% | 1%
COc1ccc(NC(=O)c2nc[nH]c2C(=O)N2CCN(c3ccccc3)CC2)cc1 | 0.6% | -1.4% | 5% | 6% | 1.7 | 55 | -5% | 0.7% | 11% | -6%

Next part, overlapping the part above by three compounds.
SMILES | K1F lysis inhibition | HIV peptide binding | GPR35 antagonists | GPR55 LPI antagonism | NTR1 agonist | NTR1 agonist cell count 20 µM | NS5 inhibitors | GPR55 beta-arrestin | SIAH1 antagonists | AID2073 | others
Cc1ccc(Nc2c(F)c(F)c(F)c(F)c2C(=O)O)c(C)c1 | -2.1% | 9.8% | -3% | 9% | -0.2 | 38 | 2% | 0.3% | 2% | 35%
COc1ccccc1Nc1c2ccccc2nc2ccccc12 | 0.4% | -2.1% | -4% | -15% | 2.8 | 84 | -1% | 0.0% | -6% | 1%
COc1ccc(NC(=O)c2nc[nH]c2C(=O)N2CCN(c3ccccc3)CC2)cc1 | 0.6% | -1.4% | 5% | 6% | 1.7 | 55 | -5% | 0.7% | 11% | -6%
Clc1ccccc1-c1nnc(CNC2CC2)o1 | 0.0% | -3.2% | -5% | 12% | -2.4 | 88 | 5% | -0.3% | 5% | -10%
COc1ccccc1-n1cnnc1SCC(=O)Nc1ncc(Cl)cc1Cl | 1.0% | 1.5% | -4% | 4% | -1.6 | 54 | -10% | -0.2% | -4% | 0%
COc1ccc(S(=O)(=O)N2CCN=C2SCc2cccc(C)c2)cc1 | 0.3%[50 µM] | -0.8% | -7% | 1% | 2.9 | 48 | -3% | 0.4% | 0% | -4%
CCOC(=O)c1c(-c2cccc(N)c2)cn2ccccc12 | -0.6% | -3.9% | 8% | -2% | -0.3 | 34 | -16% | 0.2% | -1% | -5%
CCOC(=O)Cc1cnc(NC(=O)CSc2nc(C)c(CC)c(=O)[nH]2)s1 | 2.0% | -0.7% | 5% | 9% | 0.9 | 36 | -1% | -0.3% | 1% | -12%
CCCCOC(=O)Nc1cc(C)c(Cl)cc1OC | -1.9% | -1.4% | -3% | -12% | -0.6 | 48 | -1% | 0.0% | 5% | 36%
CCOc1ccc(CNC(=O)CCCC(=O)n2ncc3cc(C)ccc32)cc1 | -0.1% | -2.3% | 3% | 0% | 8.9 | 52 | 0% | -0.1% | -5% | 5%
O=C(Nc1ccc(N2CCN(C(=O)c3ccccc3)CC2)cc1)c1ccc(Br)o1 | -0.1% | 0.2% | -1% | 6% | 1.5 | 50 | 4% | -0.2% | -3% | -7%
COc1ccnc(NCc2ccc(Cl)cc2)c1C#N | 0.5% | -1.9% | 0% | 4% | -1.1 | 48 | 3% | -0.1% | 3% | 1%
Cc1ccc2[nH]c(=O)c(CNS(=O)(=O)c3ccccc3)c(-c3ccccc3)c2c1 | 0.5% | 1.1% | 12% | -1% | 11 | 63 | -2% | -0.3% | 0% | 2%
COc1cc2c(cc1OC)C(c1cc3ccc(C)cc3[nH]c1=O)N(C(=O)c1ccco1)CC2 (stereo unspecified) | -0.3% | 0.4% | 9% | -1% | -0.3 | 53 | -1% | -0.4% | 1% | 4%
COc1ccc(NC2CCCN(C(=O)CSc3ccccn3)C2)cc1OC (stereo unspecified) | -0.2% | 2.2% | 0% | 6% | -0.4 | 67 | 9% | -0.1% | 7% | -26%
Cn1nc(C(F)(F)F)c2cc(C(=O)Nc3ccc(C(F)(F)F)cc3)sc21 | 0.5% | 1.7% | -13% | 16% | 13 | 59 | -5% | 0.2% | -5% | 1%
COc1cccc(CSc2nc3cc4c(cc3cc2C)OCCO4)c1 | -1.2% | -1.8% | 0% | 14% | 3.1 | 54 | 1% | 0.0% | 7% | 24%
CCOc1ccc(-n2c(N)c(C(=O)NCC3CCCO3)sc2=S)cc1 (stereo unspecified) | 2.0% | -3.2% | -1% | 4% | -1.3 | 82 | 1% | -0.1% | 2% | -32%

2 entries drawn at random from the list so far, as already listed:
SMILES | K1F lysis inhibition | HIV peptide binding | GPR35 antagonists | GPR55 LPI antagonism | NTR1 agonist | NTR1 agonist cell count 20 µM | NS5 inhibitors | GPR55 beta-arrestin | SIAH1 antagonists | AID2073 | others
Cc1ccc2[nH]c(=O)c(CNS(=O)(=O)c3ccccc3)c(-c3ccccc3)c2c1 | 0.5% | 1.1% | 12% | -1% | 11 | 63 | -2% | -0.3% | 0% | 2%
Cn1nc(C(F)(F)F)c2cc(C(=O)Nc3ccc(C(F)(F)F)cc3)sc21 | 0.5% | 1.7% | -13% | 16% | 13 | 59 | -5% | 0.2% | -5% | 1%

New compounds follow.
SMILES | K1F lysis inhibition | HIV peptide binding | GPR35 antagonists | GPR55 LPI antagonism | NTR1 agonist | NTR1 agonist cell count 20 µM | NS5 inhibitors | GPR55 beta-arrestin | SIAH1 antagonists | AID2073 | others
O=S(=O)(c1ccc(Br)cc1)N1CCn2c(nc3ccccc32)C1 | 6.8% | -1.2% | 9% | -3% | 1.4 | 63 | -4% | 0.3% | -2% | -5%
COc1ccc(CCNc2nc(-c3cccnc3)nc3ccccc23)cc1OC | -0.1% | -0.6% | 7% | -5% | 6.4 | 43 | -4% | 0.5% | 1% | -5%
NC(=O)CNC(=O)[C@@H]1CC2(CC(c3ccc(Cl)cc3)=NO2)CN1C(=O)c1ccccc1 (stereo partly specified) | 4.3% | -2.4% | 16% | -9% | -4.3 | 60 | 0% | -0.1% | -3% | -5%
Cc1cc(OCC(=O)N2CCC(O)(c3ccc(Cl)cc3)CC2)c2c(C)cc(=O)oc2c1 | 0.6% | 0.9% | 15% | -8% | 3.2 | 53 | -10% | -0.1% | -2% | 21%
CC(=O)Nc1ccc(S(=O)(=O)NCc2ccc(C(=O)N3CCOCC3)cc2)cc1 | 0.3% | 0.6% | 19% | 9% | 0.2 | 58 | -4% | -0.2% | 5% | -2%
Cc1ccc(-c2nc(CS(=O)CC(=O)NC3CC3)c(C)o2)cc1 (stereo unspecified) | 0.2% | -0.5% | 9% | 4% | 1.9 | 55 | 1% | 0.2% | 6% | -3%
O=C1C=Cc2ccccc2/C1=C/c1[nH]c(=O)[nH]c1O | 0.5% | 10% | 6% | 5% | -0.6 | 41 | 0% | -0.1% | 4% | 13%
COC(C(=O)Nc1ccc(C(C)=O)cc1)c1ccccc1 (stereo unspecified) | 0.2% | -1.7% | -2% | 0% | -0.8 | 90 | -6% | 0.8% | 4% | -3%
Cc1ccc(O)c(CNc2ccc(S(=O)(=O)Nc3nccs3)cc2)c1 | -0.1% | 3.1% | -11% | 8% | -1.0 | 49 | -4% | -0.1% | 11% | 31%
COCCCNC(=O)c1ccc(NC(C)=O)cc1 | -0.1% | -1.4% | -5% | 0% | 0.5 | 47 | -6% | -0.2% | 4% | 10%
Cc1nnc(SCCCn2c(N3CCCCC3)nc3c2c(=O)[nH]c(=O)n3C)s1 | 0.8% | -0.8% | -17% | 1% | 1.9 | 80 | -7% | -0.2% | 1% | 8% | NS5 inhibitors pilot replicate=2.4
Clc1ccc2c(NCc3ccco3)ncnc2c1 | 0.7% | 1.3% | -1% | -14% | 1.0 | 54 | 4% | -0.1% | 0% | 3%
CCc1ccc(-c2cc(C(=O)NN3CCN(C)CC3)c3ccccc3n2)cc1 | 2.7%[50 µM] | 1.3% | 12% | 6% | 1.8 | 50 | -1% | 0.9% | -1% | 1%
COc1ccc(NC(=O)Nc2ccccc2SC)cc1OC | -1.6% | -1.1% | 18% | 2% | 2.2 | 63 | -11% | -0.1% | -7% | -20%
Cc1c2c(n3c(nc4ccccc43)c1C#N)N(c1ccccc1)CC2 | . | 27% | . | 13% | . | . | . | -0.3% | -7% | 7%
CCCCc1ccc(NC(=O)COc2ccc(C(=O)Nc3ccccc3OC)cc2)cc1 | . | -0.5% | -2% | 2% | 6.0 | 54 | . | -0.2% | 5% | 5%
CC1CC(C)(C)NC(=S)S1 (stereo unspecified) | 2.4% | -0.2% | -11% | 0% | 0.3 | 96 | -6% | -0.3% | 0% | 9%
CCCc1cc(N2CCOCC2)n2ncc(-c3ccccc3)c2n1 | -1.0%[50 µM] | -0.6% | 1% | -6% | 9.2 | 91 | -1% | -0.1% | 2% | 6%

Assay outcomes from PubChem.
